Screens as filed in PubChem.
Gli-Sufu antag = antagonists of Gli-Sufu signaling; Sufu-KO-LIGHT fibroblasts, Gli luciferase reporter luminescence; inhibition, % at 5 µM; 340,000 compounds, 0.74% hits; AID 588413;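 active means inhibition above about 55%, limit read from the data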;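 further: 0% = DMSO-treated cells and 100% = wells with medium but no cells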
CCR6 antagonist = antagonists of human CCR6 receptor; inhibition, % at 20 µM; AID 493098; 340,000 compounds, 0.49% hits; CHO-K1 CCR6 PathHunter beta-arrestin, luminescence, CCL20-stimulated; P51684;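 active means compounds whose inhibition of the agonist-driven luminescence signal at 20 µM reaches about 50%, limit read from the data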;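 further: cells stimulated with CCL20 at 14 nM final; plate controls were DMSO with CCL20 for no effect and DMSO without agonist for full effect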
Target sequence (P51684 whole entry, looked up): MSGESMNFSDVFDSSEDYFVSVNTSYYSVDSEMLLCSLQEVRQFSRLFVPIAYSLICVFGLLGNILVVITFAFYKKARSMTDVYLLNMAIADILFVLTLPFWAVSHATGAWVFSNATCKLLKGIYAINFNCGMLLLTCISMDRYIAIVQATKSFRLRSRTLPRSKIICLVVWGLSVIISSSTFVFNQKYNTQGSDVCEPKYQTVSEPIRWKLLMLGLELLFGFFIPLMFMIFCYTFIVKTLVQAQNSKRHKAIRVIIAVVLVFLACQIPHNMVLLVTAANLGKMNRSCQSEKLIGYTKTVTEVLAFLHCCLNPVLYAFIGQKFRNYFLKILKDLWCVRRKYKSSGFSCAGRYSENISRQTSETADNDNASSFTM
CXCR6 inh = inhibitors of human CXCR6 receptor; O00574; CHO-K1 PathHunter CXCR6 beta-arrestin, luminescence; inhibition, % at 20 µM; 360,000 compounds, 0.36% hits; AID 602244; in the data active means inhibition above about 34%, passing the limit was not always enough;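 further: antagonist mode with CXCL16 agonist at 10 nM final; 0% = 10 nM CXCL16 with DMSO and 100% = unstimulated wells without agonist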
APJ antagonist = APJ receptor antagonism; 330,000 compounds, 0.32% hits; AID 2521; P35414; CHO-K1 APJ beta-arrestin complementation, luminescence; inhibition, % at 20 µM;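 active means inhibition above about 40% at 20 µM, limit read from the data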;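 further: cells challenged with 10 nM apelin-13 agonist together with compound; plate controls were apelin-13 plus DMSO wells for no effect and DMSO wells lacking apelin-13 for full effect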
ATG4B inh = blocks human ATG4B protease cleavage of LC3 substrate | Q9Y4P1 | ATG4B cleavage of LC3-PLA2, NBD-HPC fluorescence, 1 h | inhibition, % at 8.33 µM | 340,000 compounds, 0.51% hits; in the data active means inhibition above about 40%
EBI2 block = EBI2 (human) antagonism. 360,000 compounds, 0.81% hits. AID 651636. inhibition, % at 5 µM. EBI2 beta-arrestin recruitment, luminescence, 7a,25-OHC stimulated. P32249; in the data active means inhibition above about 38%;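 further: enzyme fragment complementation signal reports receptor beta-arrestin coupling in cells; 0% = agonist plus DMSO wells and 100% = wells without agonist; some results beyond the cut were filed as inactive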
Target sequence (P32249 whole entry, looked up, the tested form may be a part): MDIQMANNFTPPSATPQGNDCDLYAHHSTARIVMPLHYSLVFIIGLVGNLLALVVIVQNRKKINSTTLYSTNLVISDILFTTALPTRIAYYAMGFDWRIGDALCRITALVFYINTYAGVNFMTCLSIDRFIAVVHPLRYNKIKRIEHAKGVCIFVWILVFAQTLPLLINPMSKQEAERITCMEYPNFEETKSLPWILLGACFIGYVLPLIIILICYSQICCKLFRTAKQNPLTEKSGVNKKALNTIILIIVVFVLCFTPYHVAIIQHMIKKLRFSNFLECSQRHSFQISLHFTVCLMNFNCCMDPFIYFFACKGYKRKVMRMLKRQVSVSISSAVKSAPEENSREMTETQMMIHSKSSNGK
UBC13 polyUb = inhibitors of human UBC13 polyubiquitin chain formation; P61088; TR-FRET; AID 485273; inhibition, % at 20 µM; 330,000 compounds, 0.47% hits; in the data active means inhibition above about 45%, passing the limit was not always enough
Target sequence (P61088 whole entry, looked up): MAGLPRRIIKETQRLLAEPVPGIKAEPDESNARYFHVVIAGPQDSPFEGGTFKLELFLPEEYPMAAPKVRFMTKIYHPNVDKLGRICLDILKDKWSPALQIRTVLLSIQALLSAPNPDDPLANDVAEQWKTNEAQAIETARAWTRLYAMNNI
APJ agonist = activates the human apelin receptor APJ | CHO-K1 APJ PathHunter beta-arrestin, luminescence; 0% DMSO wells, 100% apelin | activation, % at 20 µM | 330,000 compounds, 0.11% hits | AID 2520;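 active means activation more than six SD over the plate average, tested at 20 µM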;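 further: 0% = DMSO alone and 100% = apelin-13 at 10 nM; some results filed as inactive read as strong as hits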
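Assay system – PathHunter CHO-K1 APJ (AGTRL-1) beta-arrestin reporter cells · Compound – one dose, 20 µM compound, 1% DMSO · Timing – compound 90 min 25 °C, reagent 1 h · Measured by – luminescence from split beta-galactosidase complementation, Galacton Star/Emerald II substrate · Measure – beta-arrestin recruitment to APJ as agonist activity, luminescent signal · Benchmarks – DMSO vs Apelin-13 10 nM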
Numbers without * were called inactive; / = no result given. Compounds as they come; about 3% have a hit in one of these screens.

Values run as follows: CXCR6 inh	UBC13 polyUb	CCR6 antagonist	EBI2 block	APJ antagonist	ATG4B inh	Gli-Sufu antag	APJ agonist
O=C(C1CC1)N1CCc2cc(Br)cc(S(=O)(=O)NCc3ccc4c(c3)OCO4)c21
  -0.7	-1.7	3.8	-2.3	0.7	-18.9	5.4	-0.9
CCN(CC(=O)N1CCCC1)S(=O)(=O)c1ccc(OC)cc1
  7.7	-6.1	7.9	0.9	-12.9	-4.6	-3.7	-2.7
Cc1ccc(S(=O)(=O)NCC(c2cccnc2)N2CCN(Cc3ccccc3)CC2)cc1 (centres undefined)
  -0.3	0.0	18.8	-6.5	6.1	-15.5	14.5	3.5
CN(c1ccccc1)c1nc(N)c([N+](=O)[O-])c(NCc2ccccc2)n1
  12.2	-6.7	27.6	20.8	-10.4	-4.8	-12.2	-6.5
Cc1ccc(S(=O)(=O)c2cn(CC(=O)Nc3ccccc3)c3ccc(F)cc3c2=O)cc1
  -5.1	2.6	-9.6	-1.6	-5.2	2.3	3.2	-1.7
Cc1ccc(N2CCN(S(=O)(=O)N(C)C)CC2)c(C)c1
  3.9	-13.1	9.8	-4.1	17.4	2.3	0.8	2.0
O=C(NC(c1ccccc1)c1ccccc1)c1cccc(S(=O)(=O)NCc2ccccc2)c1
  13.1	-5.2	15.0	14.6	-1.1	15.2	-0.7	-2.4
CCOC(=O)NC(=O)C(=CNc1ccccc1C)C(=O)NC(=O)OCC
  -0.9	5.5	-3.9	-8.5	13.0	-1.0	-38.2	-0.4
O=C(Nc1cccc(S(=O)(=O)NC2=NCCC2)c1)c1ccc(=O)[nH]c1
  -6.0	9.2	-0.2	2.1	4.7	-0.9	-15.1	-3.9
CC1NC(=S)N(C2CCCCC2)C1=O (centres undefined)
  -2.6	-1.7	11.8	-3.7	-1.5	4.2	3.0	-1.4
CCCNS(=O)(=O)c1ccc(CCC(=O)NCCc2ccc(OC)c(OC)c2)cc1
  9.6	1.0	5.8	-7.2	2.4	-7.8	6.5	-2.1
Cc1cccc([N+](=O)[O-])c1C(=O)O
  -1.0	1.2	-2.8	-5.5	-10.1	-3.0	6.9	-1.3
ON/C=N/C(=S)Nc1ncc(C(F)(F)F)cc1Cl
  23.9	6.5	18.9	-0.4	23.6	9.4	-0.4	-4.3
CC1CC(=O)Nc2ccccc2N1C(=O)CN1C(=O)C(=O)N(C)C1=O (centres undefined)
  -1.6	-20.9	1.1	-5.1	-1.6	3.8	-3.2	1.5
C/C=C(/C)C(=O)Nc1cccc(C2=NOC3(C2)C[C@@H](C(N)=O)N(C(=O)c2ccc(OC)cc2)C3)c1 (some centres undefined)
  -5.8	-9.4	0.7	-0.1	-15.5	-10.7	-4.1	4.7
CN(N=O)c1ccc(CC2CCc3ccccc32)cc1 (centres undefined)
  -10.2	/	24.8	6.9	/	5.5	-26.2	/
CCCCCCSc1ccc([C@H]2N[C@@](C)(C(=O)OC)[C@H]3C(=O)N(CC)C(=O)[C@@H]23)cc1
  9.1	24.3	8.4	-1.1	6.2	-6.7	7.0	-3.4
COc1ccc(NC2CCCN(C(=O)c3csc(C(C)C)n3)C2)cc1OC (centres undefined)
  -17.7	-5.6	5.0	-9.4	6.9	0.2	13.1	0.3
Cc1cc(C)cc(NC(=O)C(c2ccccc2)N2CCN(CC(=O)N3CCCC3)CC2)c1 (centres undefined)
  0.4	-2.8	7.0	12.7	-6.6	-14.2	8.0	-7.6
COc1ccc(-c2cc(=O)c3cc(OC)ccc3o2)cc1
  3.5	5.7	-0.3	11.6	-21.9	-3.4	-99.5	-3.1
CCCCOc1nc2ccccc2nc1C(C#N)C(=O)NC1CCCCC1 (centres undefined)
  5.4	-6.9	11.1	15.8	16.3	1.6	0.9	-2.7
O=C1c2ccccc2C(=O)N1CC(O)COc1ccc(Cl)cc1 (centres undefined)
  -1.3	7.0	5.5	12.5	5.6	-2.3	-4.0	-1.9
Fc1ccc2cc(-c3cccnc3)ncc2c1
  -6.4	-1.5	3.3	-5.6	21.6	-14.3	-27.7	-1.9
COC(=O)C1=C(C)N(Cc2ccco2)C(=O)/C1=C\c1ccc(N(C)C)cc1
  5.5	-129.6	19.1	22.9	16.8	-1.6	0.9	-3.6
O=C(C1=C(O)C(=O)N(CCc2ccccc2)C1c1cccs1)c1ccco1 (centres undefined)
  8.9	-14.9	10.6	10.2	29.3	-1.0	-1.7	-1.1
CC(=O)/C(=N\Nc1cccc(Cl)c1)Sc1cccc2cccnc12
  -5.9	5.2	-8.9	9.5	-2.3	-0.2	2.3	-4.5
CCN(CC)S(=O)(=O)c1cc(C(=O)NC2=NCCS2)ccc1Cl
  -3.1	3.7	-7.8	-1.9	21.2	-7.4	-11.7	-0.2
O=C(CCCCCn1nnc2ccccc2c1=O)N[C@H](C(=O)O)c1ccccc1
  1.7	-6.8	6.2	7.6	4.7	-1.8	1.8	0.1
Cc1c(Cl)cccc1NC(=O)Cn1cnc(S(=O)(=O)N2CCCC2)c1
  1.9	-4.0	-6.7	1.7	20.1	-3.4	-4.3	0.9
COc1ccc(OCc2nnc(SCC(=O)Nc3cccc(Cl)c3)o2)cc1
  2.6	9.8	21.8	-12.6	9.7	-1.6	-11.0	-3.2
CC1=CC(C)(C)N=C(NC#N)N1
  -1.0	0.1	-2.5	-15.3	11.9	2.1	-3.5	-1.0
CN1CCN(CCC(=O)Nc2ccccc2Cl)CC1
  -1.7	4.9	15.1	3.7	-6.0	4.7	-0.3	0.0
Cc1ccc(-c2nnn(CC(=O)O)n2)cc1
  -3.9	-2.3	-12.7	1.2	8.8	-9.7	-2.6	4.4
O=C(CN1CCN(c2ccccc2F)CC1)c1ccc(O)c(O)c1
  -5.3	1.0	9.5	-4.4	-3.2	3.5	/	0.4
CCCOc1ccc(N2C(=O)C3ON(c4ccccc4)C(c4ccc(O)c(OC)c4)C3C2=O)cc1 (centres undefined)
  8.8	0.6	-0.7	1.4	1.2	1.2	0.1	2.7
CCOc1ccc(NS(=O)(=O)c2ccc3c(c2)N(C(C)=O)CCS3)cc1
  -6.6	-3.6	-2.6	10.0	0.8	-5.2	54.8	4.6
COc1ccc(NC(=O)CN(c2cccc(F)c2)S(C)(=O)=O)cc1OC
  3.6	5.6	9.9	-9.4	13.5	-11.0	-2.2	2.5
COc1cccc(C(=O)N(Cc2cccs2)C2CCS(=O)(=O)C2)c1 (centres undefined)
  -0.4	-6.0	6.1	-2.0	-9.7	-11.4	-2.6	-1.7
Cc1cc(C)n(C2CCCCC2OC(=O)c2ccccc2)n1 (centres undefined)
  -2.1	-0.6	2.8	5.8	-1.5	3.3	0.1	-4.1
NS(=O)(=O)c1ccc(CCNC(=S)NC2CCCC2)cc1
  7.7	3.4	12.7	-1.4	-1.5	-4.1	8.9	-1.9
CCN1CCN(C(=O)CCc2nnc(CCc3ccccc3OC)o2)[C@@H](C)C1=O
  -2.3	1.7	-12.4	-3.9	-1.8	-5.9	-4.1	-1.3
O=C(Nc1nnc(SCC(=O)N2CCCCC2)s1)c1ccc(F)cc1F
  3.2	0.9	-7.5	3.7	6.8	-4.8	14.4	-0.3
COc1ccc(CCNCC(=O)Nc2ccc(C)c(S(=O)(=O)N(C)C)c2)cc1
  -10.2	-1.6	12.8	6.0	5.2	1.4	9.7	3.1
CC(=O)c1ccc(S(=O)(=O)NCCC(=O)NC2CCN(Cc3ccccc3)CC2)cc1
  -6.1	17.6	7.4	-7.1	-3.6	-2.6	2.6	-3.0
C[C@@H]1CN([C@@H](C)CO)C(=O)c2cccc(NS(=O)(=O)c3cccs3)c2O[C@H]1CN(C)Cc1ccc(C(F)(F)F)cc1
  3.1	-5.3	9.3	4.5	4.4	-3.3	4.2	-3.2
COC(=O)c1ccc(N2C(=O)CC(N3CCN(c4ccccc4)CC3)C2=O)cc1 (centres undefined)
  3.3	6.2	3.3	-3.3	-4.1	-2.3	0.0	-1.6
CCN1C(=O)/C(=C/c2nc3ccccc3c(=O)n2-c2ccccc2)c2ccccc21
  12.4	-5.5	-9.5	45.2*	8.9	1.8	15.2	-3.7
CC(C)(C)C1C/C(=C/c2ccco2)C(=O)/C(=C/c2ccco2)C1 (centres undefined)
  14.8	/	22.5	4.9	/	25.1	23.1	/
Oc1ccc(C[C@H]2CNCCN2CC2CCCCC2)cc1
  6.0	8.3	1.2	6.2	18.3	-7.4	5.5	2.4
Nc1c(S(=O)(=O)c2cccs2)c2nc3ccccc3nc2n1Cc1ccccc1
  8.6	7.3	7.1	15.2	-0.4	-12.7	9.5	-2.1
Cc1ccc(-c2nn(Cc3ccccc3)cc2/C=C/C(=O)O)cc1
  2.3	-5.9	-10.2	-8.1	-13.7	-17.0	-0.5	-2.8
CCc1cccc2c(C(=O)COC(=O)c3cccc(S(=O)(=O)N(C)C4CCCCC4)c3)c[nH]c12
  -2.7	0.5	-0.8	-9.7	5.8	-6.5	-5.6	-3.3
Cc1nn(CCC(=O)NNC(=S)Nc2ccc([N+](=O)[O-])cc2)c(C)c1[N+](=O)[O-]
  32.8	-3.7	30.3	7.0	48.9*	-2.9	-4.1	-6.3
COc1c(N)c2c(c([N+](=O)[O-])c1OC)C(=O)OC2
  5.3	/	8.7	-3.2	/	-2.1	-0.2	/
N/C(=N\OC(=O)C12CC3CC(CC(C3)C1)C2)c1ccccc1
  -15.8	-4.4	-2.0	10.0	16.7	4.3	-10.1	-1.6
COc1ccc(CCNC(=O)COC(=O)c2cc(Cl)nc(Cl)c2)cc1
  -3.7	13.2	11.2	-4.9	-2.2	2.0	-5.9	-4.5
COC(=O)C1C(=O)c2c([nH]c(C(=O)OC3CCCC3)c2C)CC1C (centres undefined)
  -15.2	0.1	-0.5	-1.1	9.8	-8.4	-79.0	-1.1
NC(=O)c1ccccc1OCC(=O)c1ccc(Cl)cc1
  3.8	2.7	-6.4	5.0	-5.1	-9.3	-30.4	-1.8
CC(=O)Nc1cccc(NC(=O)CN2c3cccc4cccc(c34)S2(=O)=O)c1
  -17.1	4.3	7.3	-2.7	-7.1	-15.1	-0.3	-0.9
CCC(C)c1c(O)nc(SCC(=O)N2CCCCCC2)[nH]c1=O (centres undefined)
  0.3	2.1	-18.6	-3.2	-2.9	-1.8	-16.9	-0.8

(continued)
Values run as follows: CXCR6 inh	UBC13 polyUb	CCR6 antagonist	EBI2 block	APJ antagonist	ATG4B inh	Gli-Sufu antag	APJ agonist
O=C1c2ccccc2C(Nc2ccc3nc(-c4cccnc4)[nH]c3c2)N1Cc1ccco1 (centres undefined)
  -12.0	9.6	-23.2	1.0	2.9	-6.9	-4.6	5.9
Cc1cc(C(=O)N/N=C/c2c(C)nn(-c3ccccc3)c2C)n[nH]1
  -7.0	-6.5	3.1	-4.6	-1.7	-9.0	-9.6	-5.1
COc1ccc(NC(=O)NNC(=O)COc2ccc(Cl)cc2C)cc1OC
  -0.1	-2.9	5.0	10.6	-7.9	-2.6	6.6	-5.7
O=C(c1ccccc1)N1CCCc2ccccc21
  12.4	8.8	0.8	-1.7	6.0	-0.4	19.1	-0.8

A draw from above in order of count of non-hydrogen atoms, smallest number first:
Values run as follows: CXCR6 inh	UBC13 polyUb	CCR6 antagonist	EBI2 block	APJ antagonist	ATG4B inh	Gli-Sufu antag	APJ agonist
Cc1ccc(-c2nnn(CC(=O)O)n2)cc1
  -3.9	-2.3	-12.7	1.2	8.8	-9.7	-2.6	4.4
CCC(C)c1c(O)nc(SCC(=O)N2CCCCCC2)[nH]c1=O (centres undefined)
  0.3	2.1	-18.6	-3.2	-2.9	-1.8	-16.9	-0.8
CC(=O)c1ccc(S(=O)(=O)NCCC(=O)NC2CCN(Cc3ccccc3)CC2)cc1
  -6.1	17.6	7.4	-7.1	-3.6	-2.6	2.6	-3.0
